# High-throughput results from PubChem BioAssay.
# FBPA Giardia inh: Giardia lamblia aldolase inhibition. purified Giardia FBPA. A8B2U2. Potency, µM (highest dose often 59.6 µM), inactives show at the highest dose activity, negative = inhibition, actives largely listed as inhibitors. actives 0.71% (n = 290,000); note: potency is the fitted concentration of half-maximal effect; % is set by controls: 0 for no effect and ±100 for the full control effect; nearly all actives have a fitted effect of over 55% in size
# Target sequence (A8B2U2 whole entry, looked up): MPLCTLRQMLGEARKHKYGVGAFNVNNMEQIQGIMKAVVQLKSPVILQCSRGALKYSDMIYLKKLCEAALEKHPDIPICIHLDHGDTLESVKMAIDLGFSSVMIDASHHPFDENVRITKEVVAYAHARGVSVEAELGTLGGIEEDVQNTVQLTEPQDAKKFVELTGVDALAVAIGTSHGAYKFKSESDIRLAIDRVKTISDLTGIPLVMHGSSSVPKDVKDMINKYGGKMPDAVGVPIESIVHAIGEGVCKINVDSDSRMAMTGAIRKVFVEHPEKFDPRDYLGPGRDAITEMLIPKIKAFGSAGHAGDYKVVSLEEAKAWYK
#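 40 nM FBPA preincubated 10 min at RT with compound (up to 57.5 uM final), then substrate plus GAPDH/TPI/NAD/arsenate coupling and diaphorase/resazurin added. Fluorescence read after 20 min at RT, 525/598 nm.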
# Shiga toxin inh: inhibitors of Shiga toxin in Vero cells; Vero cells, Shiga toxin protein synthesis inhibition reporter; actives 9.2% (n = 290,000); AID 2315; inhibition, % at 38.7 µM; in the data active = inhibition mostly above about 28%, no sharp cut-off; inactive = mostly below about 43%; note: 0% is about no effect
# Sm TGR inh: inhibitors of Schistosoma mansoni thioredoxin glutathione reductase; purified TGR, DTNB reduction, TNB absorbance 405 nm; Q962Y6; AID 485364; actives 3% (n = 360,000); Potency, µM (highest dose often 114 µM), for inactives: top-dose activity change, negative = inhibition, usual class: inhibitors; note: potency is the fitted concentration of half-maximal effect; % is set by controls: 0 for no effect and ±100 for the full control effect; nearly all actives have a fitted effect of over 60% in size
#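 First, TGR (20 nM dispensed) and NADPH were mixed with compound. Second, a 15 min room-temperature incubation followed. Third, further NADPH and then DTNB were added to start the reaction. Finally, TNB absorbance was monitored kinetically.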
# Pf growth 48h: P. falciparum growth inhibition at 48 hours (one generation); P. falciparum luciferase growth in erythrocytes, 48 h; Potency, µM (highest dose often 28.7 µM), for the others: at the top dose activity change, negative = inhibition, most hits filed as inhibitors; actives 5.9% (n = 310,000); AID 504832; note: potency is the fitted concentration of half-maximal effect; % is set by controls: 0 for no effect and ±100 for the full control effect
#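 Luciferase-expressing parasites in RBCs, 2% Hct / 0.1% parasitemia final; RPMI 1640 + 0.5% Albumax; 37 C, 5% CO2, one generation; luminescence read-out, lower signal = inhibition.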
# Pf growth 96h: P. falciparum growth inhibition at 96 hours; P. falciparum luciferase reporter growth, 96 h; Potency, µM (top dose mostly 28.7 µM), for the others: at the highest dose activity change, negative = inhibition, most hits filed as inhibitors; actives 6.9% (n = 320,000); note: potency is the fitted concentration of half-maximal effect; % is set by controls: 0 for no effect and ±100 for the full control effect
#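 Infected RBCs, 2% Hct / 0.05% parasitemia final; luciferase-reporter P. falciparum; cpd 96 h, 37 C, 5% CO2; luciferase detection reagent; luminescence.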
# CHX counter: counter-screen for Shiga toxin inhibitors: cycloheximide protein synthesis inhibition. max response, %. actives 12% (n = 300,000). cell reporter, cycloheximide protein synthesis inhibition counterscreen; in the data active = max response mostly above about 13%, no sharp cut-off; inactive = mostly below about 14%; note: read at 38.3 µM for the half of the compounds with a filed dose; 0% is about no effect
# An asterisk follows results filed as active; ? = inconclusive; . = not tested or not shown; & = joins results of further samples; [ ] = another dose, or the depositor's remark. Unless noted, calls come from the whole dose curve; as a rule, active = well fitted curve in the direction sought with a large enough effect; inconclusive = small, poorly fitted or top-dose-only effect, or another doubt; inactive = no such curve, though single readings can be large; an effect the other way counts as inactive or inconclusive.
SMILES,FBPA Giardia inh,Shiga toxin inh,Sm TGR inh,Pf growth 48h,Pf growth 96h,CHX counter
COc1ccccc1CNS(=O)(=O)c1c(C)[nH]c(C)c1C(=O)N1CCCC1,6%,-9,-16%,10%,83%[activator],-2
CCCCOc1ccc(C(=O)NCc2ccccn2)cc1,0%,34,4%,-1%,.,21*
Cn1nc(OC(=O)Nc2ccccc2)cc1C(F)(F)F,2%,37*,9%,63%[activator],87%[activator],28*
O=C(CN1C(=O)NC2(CCCC2)C1=O)OCc1ccc(Cl)cc1Cl,.,.,4%,7%,29%,.
Cc1cccc(C)c1NC(=O)C1CCCN(CCCc2ccccc2)C1 (configuration not stated),5%,-4,-3%,-25%,.,11
CCOc1ccc(NC(=O)N[C@@H](Cc2ccccc2)C(=O)O)cc1,-7%,11,6%,14%,35%[activator],7
CCS(=O)(=O)N1CCC(C(=O)N2CCc3ccccc3C2)CC1,-1%,-29,0%,2%,?,-3
CC(=O)Nc1ccc(NC(=O)CCCCCN2C(=O)c3ccccc3C2=O)cc1,2%,-5,-2%,.,-12%,0
CCCCCNC(=O)Cc1ccc(S(=O)(=O)N2CCOCC2)s1,.,.,-8%,?,?,.
O=C(CCS(=O)(=O)c1ccc(Br)s1)NCc1cccs1,-1%,2,-34%,?,.,-4
Cc1cc(NC(=O)COc2ccc(F)c(Cl)c2)no1,.,39,1%,0%,53%[activator],8
CC(=O)c1cn(C)c(=O)c2ccccc12,8%,17,9%,12%,6%,7
Nn1c(SCC(=O)Nc2cccc(C(F)(F)F)c2)nncc1=O,25µM*,-2,4%,?,-1%,-2
COc1ccc(OCC(=O)NNC(=O)c2cccc(S(=O)(=O)N(C)C)c2)cc1,7%,-9,8%,-3%,42%[activator],-2
COc1cc(C(=O)NCc2cc3ccccc3n2C)cc(OC)c1OC,-8%,.,-10%,9%,33%[activator],-1
CC(C)c1nc(SCC(=O)Nc2ccc3c(c2)OCCO3)c2c(=O)n(C)c(=O)n(C)c2n1,-3%,-6,0%,.,-9%,-2
O=C(OCc1ccc([N+](=O)[O-])cc1)c1cc([N+](=O)[O-])ccc1N1CCOCC1,.,.,-35%,?,?,.
O=C(CSc1nc2ccsc2c(=O)n1CC1CCC(C(=O)O)CC1)c1ccc(F)cc1 (configuration not stated),29%,-8,-4%,-15%,6%,-4
CC(C)C1Nc2ccc(C(=O)NCCCN3CCOCC3)cc2NC1=O (configuration not stated),-2%,-5,-1%,2%,-2%,-6
Cc1ccc(C2NC(=O)NC(O)(C(F)(F)F)C2C(=O)c2ccccc2)o1 (configuration not stated),-2%,-4,-24%,-5%,?,4
CCC(C)n1c(O)c(/C=N/NC(=O)c2ccncc2)c(=O)[nH]c1=S (configuration not stated),?,10,-21%,13%,0%,-5
Cc1ccc2c(c1)c(N=Nc1ccc([N+](=O)[O-])cc1)c(O)n2C,0%,19,-3%,-2%,?,-2
CC12CCC(=O)N1C(C(=O)Nc1ccc(F)c(F)c1F)CS2 (configuration not stated),.,.,-4%,?,28%,.
Cc1ccc(NC(=S)/N=C(\N)Nc2nc(C)c3cc(C)ccc3n2)c(C)c1,12%,-6,-11%,?,?,1
COc1ccc2c(c1)C(=O)[C@H](O)[C@@H](c1ccc(OC)c(Br)c1)O2,0%&-2%,54,-7%,3.7µM*,2.1µM*,19*
CC1(c2ccc3c(c2)OCCCO3)NC(=O)N(CC(=O)NCCc2ccccc2)C1=O (configuration not stated),.,.,1%,?,?,.
NC(=O)c1ccc(NC(=O)CSc2nnc(C3CCCCC3)n2N)cc1,3%,-8,-29%,29%,31%[activator],-2
Cc1ccccc1N=Cc1c(O)n(-c2nccs2)c(=O)c2ccccc12,4%,-5,-8%,10%,-20%,-3
O=C(CNC1CCCCC1)Nc1cccc(C(F)(F)F)c1,10%,-11,0%,-23%,9.3µM*,-1
CN1C(=O)C(C(=O)Nc2ccccc2F)c2ccccc21 (configuration not stated),-25%,20,1%,16%,4%,-5
COc1cccc(-c2sc3ccc(OC)cc3c2-c2ccc(OC)cc2F)c1,.,.,?,?,?,.
c1cncc(-c2nc(Oc3ccc(-c4nnco4)cc3)c3c4c(sc3n2)CCCC4)c1,6%,20,4%,3%,-2%[5.75 µM],15
CC(C)CC(=O)NNC(=O)C(C)C,-3%,-10,-9%,23%,6%,-3
O=[N+]([O-])c1ccc2c(c1)nc1n2CCCCC1,1%,22,0%,30%[activator],14%,15
COc1ccc(CN2CCNC(=O)C2CC(=O)N(C)Cc2nc(C)cs2)c(OC)c1 (configuration not stated),-10%,6,?,-16%,?,-2
CSCC[C@H](NC(=O)COc1ccc(Cl)cc1)c1nc2ccccc2[nH]1,3%,15,-5%,-23%,?,3
COc1ccc2c(c1)c1ncn(CCc3ccccc3)c(=O)c1n2C,-6%,-6,-15%,?,.,-2
CCS(=O)(=O)N1CCC(C(=O)c2ccc(Cl)cc2)CC1,-2%,6,-12%,-1%,?,-1
COc1cc(/C=C2\SC(N)=NC2=O)cc(Cl)c1O,4%,.,6%,56%,?,-1
Cc1c(NC(=O)CSc2ccccn2)c(=O)n(-c2ccccc2)n1C,-7%,4,-2%,16%,.,6

# Part of the list above, tab-delimited:
SMILES	FBPA Giardia inh	Shiga toxin inh	Sm TGR inh	Pf growth 48h	Pf growth 96h	CHX counter
CCC(C)n1c(O)c(/C=N/NC(=O)c2ccncc2)c(=O)[nH]c1=S (configuration not stated)	?	10	-21%	13%	0%	-5
Cc1ccc2c(c1)c(N=Nc1ccc([N+](=O)[O-])cc1)c(O)n2C	0%	19	-3%	-2%	?	-2
CC12CCC(=O)N1C(C(=O)Nc1ccc(F)c(F)c1F)CS2 (configuration not stated)	.	.	-4%	?	28%	.
Cc1ccc(NC(=S)/N=C(\N)Nc2nc(C)c3cc(C)ccc3n2)c(C)c1	12%	-6	-11%	?	?	1
COc1ccc2c(c1)C(=O)[C@H](O)[C@@H](c1ccc(OC)c(Br)c1)O2	0%&-2%	54	-7%	3.7µM*	2.1µM*	19*
CC1(c2ccc3c(c2)OCCCO3)NC(=O)N(CC(=O)NCCc2ccccc2)C1=O (configuration not stated)	.	.	1%	?	?	.
NC(=O)c1ccc(NC(=O)CSc2nnc(C3CCCCC3)n2N)cc1	3%	-8	-29%	29%	31%[activator]	-2
Cc1ccccc1N=Cc1c(O)n(-c2nccs2)c(=O)c2ccccc12	4%	-5	-8%	10%	-20%	-3
O=C(CNC1CCCCC1)Nc1cccc(C(F)(F)F)c1	10%	-11	0%	-23%	9.3µM*	-1
CN1C(=O)C(C(=O)Nc2ccccc2F)c2ccccc21 (configuration not stated)	-25%	20	1%	16%	4%	-5
COc1cccc(-c2sc3ccc(OC)cc3c2-c2ccc(OC)cc2F)c1	.	.	?	?	?	.
c1cncc(-c2nc(Oc3ccc(-c4nnco4)cc3)c3c4c(sc3n2)CCCC4)c1	6%	20	4%	3%	-2%[5.75 µM]	15
CC(C)CC(=O)NNC(=O)C(C)C	-3%	-10	-9%	23%	6%	-3
O=[N+]([O-])c1ccc2c(c1)nc1n2CCCCC1	1%	22	0%	30%[activator]	14%	15

# More results.
SMILES,FBPA Giardia inh,Shiga toxin inh,Sm TGR inh,Pf growth 48h,Pf growth 96h,CHX counter
COc1ccc(NC(=O)C(=O)N/N=C/c2cccnc2)c(OC)c1,1%,34,11%,-13%,?,-2
CC(=O)Cc1nsc(NC(=O)c2ccc(-c3cccc(C(F)(F)F)c3)o2)n1,2%,-4,8%,17%,3%,-2
Cc1cccc(NC(=O)Nc2ccc(C)cc2Br)c1,4%,61*,-9%,103%[activator],-24%,32*
Cc1ccccc1C(=O)NC(CC(C)C)C(=O)OCc1cc(=O)n2cc(Br)ccc2n1 (configuration not stated),12%,36*,-1%,139%[activator],94%[activator],28*
COC(=O)c1ccc(C2c3c(n[nH]c3C)C(=O)N2c2ccc(C)cc2)cc1 (configuration not stated),2%,-8,13%,.,5%,-2
CCOC(=O)[C@@H]1[C@H]2COc3cc(OC)ccc3[C@@H]2N2C(=O)N(c3ccc(C(F)(F)F)cc3)C(=O)[C@]12C,-5%,-4,4%,?,12µM*,-2
Cc1cccc2cc(CN(Cc3cccs3)C(c3nnnn3C3CCCC3)C(C)C)c(=O)[nH]c12 (configuration not stated),-10%,-6,-24%,2.6µM*,-9%,3
CC(C)n1nnc(-c2ccc(OCc3ccccc3F)cc2)n1,2%,.,-5%,29%,8.3µM*,26*
CC(C)NC(=O)N(Cc1ccccc1)Cc1cccs1,2%,-5,6%,-7%,16%,-2
CCOC(=O)C(C)/C(C)=N/NC(=O)CCC(=O)Nc1cc(C)ccc1C (configuration not stated),1%,-1,.,-6%,17%,-5
COCCSc1nnc(NC(=O)CS(=O)(=O)c2ccccc2)s1,-3%,-5,-5%,-11%,12%,-6
CC(Oc1ccc2c3c(c(=O)oc2c1)CCCC3)C(=O)NCc1ccccn1 (configuration not stated),.,-5,-8%,5%,?,15
CCn1c2ccccc2c2cc(/C=N/NC(=O)c3ccncc3)ccc21,-15%,-13,-25%,24%,0%,-2
CC1(c2ccc(OC(F)F)cc2)NC(=O)N(CC(=O)NC2CCCCC2)C1=O (configuration not stated),6%,-20,0%,-3%,?,-2
O=C(N/N=C/c1cccs1)C1CC(=O)N(c2ccccc2)C1 (configuration not stated),4%,8,-1%,?,?,14
CSCCC(NC(=O)COc1ccccc1)C(=O)N1CCN(c2ccccc2O)CC1 (configuration not stated),.,.,-29%,?,2%,.
CCN(CC)S(=O)(=O)c1ccc(N(C)CCc2ccc(OC)c(OC)c2)nc1,0%,-6,0%,?,?,-2
OCCC1CN(CCCn2cccn2)CCN1C1CCCCC1 (configuration not stated),6%,-15,3%,10%,39%[activator],1
O=C(NCc1ccccc1)c1ccccc1NC(=O)C1CCCCC1,.,8,3%,?,12%,8
Cc1ccc2c(=O)c(C(=O)c3ccc(F)cc3)cn(CC(=O)NCc3ccco3)c2n1,7%,-5,-21%,5%,?,-5
Cc1ccc(CNC(=S)Nc2cc(C(=O)O)ccc2C)cc1,-16%,-15,-14%,-16%,0%,1
CCc1ccc(CNC(=O)CCc2cn(C)c3ccccc23)cc1,0%,-7,4%,5%,1%,7
CCS(=O)(=O)c1nc(S(=O)(=O)c2ccc(C)cc2)c(N2CC(C)CC(C)C2)s1 (configuration not stated),.,-6,-2%,?,?,-3
O=C(NCc1ccc2c(c1)OCO2)c1ccc(CS(=O)Cc2cccc(Cl)c2)o1 (configuration not stated),9%,-4,-26%,1%,25%,1
CC(NC(=O)C(=O)NCCCn1ccnc1)c1ccccc1 (configuration not stated),0%,-2,4%,7%,292%[activator],0
Cc1ccc(C(=O)N/N=C\C2CC=CCC2)cc1[N+](=O)[O-] (configuration not stated),.,-5,0%,26%,-6%,8
O=C(NC(=S)Nc1nc(-c2ccccc2)cs1)c1cccnc1,-28%,1,-16%,-23%,12µM*,7

# One compound at a time, from the list above. Order of screens: FBPA Giardia inh	Shiga toxin inh	Sm TGR inh	Pf growth 48h	Pf growth 96h	CHX counter
# Cc1cccc(C)c1NC(=O)C1CCCN(CCCc2ccccc2)C1 (configuration not stated) reads 5%	-4	-3%	-25%	.	11
# CC(=O)Cc1nsc(NC(=O)c2ccc(-c3cccc(C(F)(F)F)c3)o2)n1 reads 2%	-4	8%	17%	3%	-2

# Rows are unselected; about 24% have a hit in one of these screens.
